MEKK2 WT-MEK5: raises or lowers MEK5 binding to wildtype human MEKK2 PB1 domain; bead flow cytometry, Alexa488-MEK5 binding to MEKK2 WT; actives lie on both sides; 290,000 tested, 1.1% active; binding response (% of control), % at 10 µM; in the data active means binding response below about 67% or above about 130%
FID counter: displaces DNA intercalator in HCV helicase counter-screen; DNA fluorescent intercalator displacement, fluorescence; inhibition, % at 7.9 µM; 290,000 tested, 0.17% active; AID 1845; in the data active means inhibition above about 37%;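 further: 0% = vehicle and 100% = reference compound; higher means more ethidium bromide displaced from hairpin DNA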
CRFR2-BP antag: antagonists of CRF-binding protein/CRF-R2 receptor complex; HEK293 CRF-R2/CRF-BP, CRF-induced calcium fluorescence; inhibition, % at 11.8 µM; 350,000 tested, 0.59% active; AID 588475;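 active means inhibition of the ligand-induced calcium signal above about 50% at the single tested concentration, limit read from the data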
CRFR2-BP ag: CRF-BP/CRF-R2 complex agonism; HEK293 CRF-R2/CRF-BP, calcium dye fluorescence (FLIPR); percent of saturating CRF peptide response; activation, % at 13.2 µM; 350,000 tested, 0.46% active;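 active means activation of at least 50%, plus an integration ratio under a set limit after plate pattern correction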;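 further: plate controls were neutral control wells without compound for no effect and CRF at EC100 for full effect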
GalR3 antag: antagonists of human GalR3 | 360,000 tested, 0.44% active | inhibition, % at 3 µM | HEK293 GalR3-CNG cAMP membrane potential fluorescence; galR3 body fused to GalR1 C-terminus | O60755;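 active means inhibition above the screen-wide average plus 3 SD, cut at about 13% in these data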;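 further: forskolin and galanin both at EC90 stimulate the cells; cAMP rise reported by CNG channel membrane potential dye signal; 0% = forskolin plus galanin with DMSO and 100% = forskolin alone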
Target sequence (O60755 1-299 limits assumed): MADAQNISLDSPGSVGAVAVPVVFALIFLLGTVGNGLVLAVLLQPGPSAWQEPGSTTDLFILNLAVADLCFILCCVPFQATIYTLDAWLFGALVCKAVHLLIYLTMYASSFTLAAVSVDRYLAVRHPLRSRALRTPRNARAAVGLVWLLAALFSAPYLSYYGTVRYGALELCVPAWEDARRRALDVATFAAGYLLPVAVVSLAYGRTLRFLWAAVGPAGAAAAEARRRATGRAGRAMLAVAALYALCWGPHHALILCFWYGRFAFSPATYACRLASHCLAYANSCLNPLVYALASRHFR
UBC9 SUMO inh: blocks human SUMOylation mediated by UBC9. P63279. HTRF SUMOylation assay, SAE1/SAE2 + UBC9, in vitro. inhibition, % at 35 µM. 290,000 tested, 0.36% active. AID 2006; in the data active means inhibition above about 50%, passing the limit was not always enough; further: strong numbers were not always called active
Target sequence (P63279 whole entry, looked up): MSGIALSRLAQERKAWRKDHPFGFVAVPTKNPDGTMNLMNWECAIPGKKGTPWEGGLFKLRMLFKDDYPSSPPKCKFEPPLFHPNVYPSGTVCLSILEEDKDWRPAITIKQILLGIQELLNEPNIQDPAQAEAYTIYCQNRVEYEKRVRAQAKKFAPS
MEKK2mut PB1 HTS: signal of MEK5 binding to mutant human MEKK2 PB1 domain. bead flow cytometry, Alexa488-MEK5 binding to MEKK2 mutant. percent response, % at 10 µM. 290,000 tested, 0.35% active. AID 1530; in the data active means percent response above about 24%, passing the limit was not always enough; further: inactives centre near 1; some results filed as inactive read as strong as hits
HCV NS3 hel inh: blocks Hepatitis C virus NS3 helicase unwinding; NS3 helicase DNA unwinding, Cy5 molecular beacon fluorescence; inhibition, % at 10.9 µM; 290,000 tested, 0.56% active;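 active means inhibition above the mean of all tested compounds plus 3 SD, set per campaign, cut at about 35% in these data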;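 further: 0% = DMSO wells and 100% = thioflavine S control wells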
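System: NS3 helicase fragment of HCV / Schedule: 1 h at 25 °C / Control set: DMSO alone as 0% and 110 µM thioflavine S as 100% / Reagent: Cy5/quencher beacon DNA duplex and ATP to start / Technique: Cy5 fluorescence / Replication: singlicate / Evaluation: % inhibition of end-to-start signal ratio versus controls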
MEKK3 PB1 HTS: MEKK3-MEK5 PB1 interaction, increase or decrease | Q99759 | bead-based flow cytometry, Alexa488-MEK5 binding to MEKK3; actives lie on both sides; 0 = blocked by unlabeled MEK5, 100 = vehicle | binding response (% of control), % at 10 µM | 290,000 tested, 1.4% active | AID 1529;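 active means binding response more than 3 SD above or below the average of its plate-row segment, actives on both sides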;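 further: Alexa488 bead fluorescence after subtracting the streptavidin-only scavenger bead signal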
Target sequence (Q99759 whole entry, looked up): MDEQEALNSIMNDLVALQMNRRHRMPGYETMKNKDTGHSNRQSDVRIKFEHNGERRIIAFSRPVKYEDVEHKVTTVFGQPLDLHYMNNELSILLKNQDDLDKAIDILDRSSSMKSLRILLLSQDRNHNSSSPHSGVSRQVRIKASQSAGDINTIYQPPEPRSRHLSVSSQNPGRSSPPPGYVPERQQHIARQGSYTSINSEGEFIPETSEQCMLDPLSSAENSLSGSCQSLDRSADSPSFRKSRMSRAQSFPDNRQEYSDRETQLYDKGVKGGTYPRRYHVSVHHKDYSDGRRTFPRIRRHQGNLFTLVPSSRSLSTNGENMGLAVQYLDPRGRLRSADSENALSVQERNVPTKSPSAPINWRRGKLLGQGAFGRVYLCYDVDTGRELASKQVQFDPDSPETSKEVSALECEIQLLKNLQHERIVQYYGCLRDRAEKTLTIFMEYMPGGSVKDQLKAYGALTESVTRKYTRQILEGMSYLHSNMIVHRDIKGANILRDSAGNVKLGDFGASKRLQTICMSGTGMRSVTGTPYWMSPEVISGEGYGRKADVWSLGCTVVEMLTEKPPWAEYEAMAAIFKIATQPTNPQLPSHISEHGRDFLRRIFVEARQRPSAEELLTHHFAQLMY
Active calls of the source: *; . = no result given; [ ] = another dose, or the depositor's remark. This is a subset; rates above refer to the full screens.

Each structure is followed by: MEKK2 WT-MEK5	FID counter	CRFR2-BP antag	CRFR2-BP ag	GalR3 antag	UBC9 SUMO inh	MEKK2mut PB1 HTS	HCV NS3 hel inh	MEKK3 PB1 HTS
> CCOc1ccc(OCCSc2nc(C)cc(=O)[nH]2)cc1
 : 103	-2	5	1.8	1	24	-1	7	102
> CC1(C)Cc2ccccc2C(NNC(=O)c2ccncc2)=N1
 : 102	-1	-11	-0.6	2	7	0	4	100
> C/C(=N\Nc1ccc(F)cc1F)c1ccccc1O
 : 103	0	-6	-1.9	3	-7	2	4	105
> O=C(CS(=O)(=O)Cc1ccccc1)NCc1ccco1
 : 104	-4	2	1.5	-3	2	0	7	101
> CC(OC(=O)CCCSc1nc2ccccc2s1)C(=O)NC(N)=O (centres undefined)
 : 108	-20	4	-1.0	-2	7	-1	3	107
> CSc1nc(C)cc(OCC(=O)N2CCOCC2)n1
 : 114	-3	-35	2.9	1	-4	13	1	108
> COc1ccc(C(=O)Nc2cc(=O)n(C)c(=O)n2C)cc1
 : 100	9	104*	0.0	-3	-1	-2	1	96
> O=C(C1CCN(S(=O)(=O)c2ccccc2)CC1)N1CCc2ccccc21
 : 105	-28	8	0.7	-3	7	5	-15	101
> O=C(NC1CCCCC1)N1CCN(C2CCCCC2)CC1
 : 82	2	-11	4.4	.	9	-17	4	74
> NC(=O)C1CCN(c2ncnc3c2c(-c2ccccc2)cn3-c2ccccc2)CC1
 : 110	-7	14	-2.0	1	0	4	0	106
> C=CCC(CC(O)COCCC)C(=O)NNC(=S)Nc1ccccc1 (centres undefined)
 : 102	-6	-37	-3.4	2	-9	8	1	105
> CC1=C(/C=C/C(C)=N\NC(=O)c2ccncc2)C(C)(C)CCC1
 : 86	-7	-17	2.5	-3	0	-8	9	100
> Cn1cc(/C=N/NC(=O)c2ccccc2O)c2ccccc21
 : 98	-3	-4	-1.4	-10	-20	-1	-6	101
> Cc1n[nH]c(C)c1CCNCc1ccc(OCC(O)CN2CCCCC2)cc1 (centres undefined)
 : 107	13	-12	0.8	-4	18	5	-6	104
> O=C(O)c1ccc(CNCc2cccc(OCc3ccc(F)cc3)c2)cc1
 : 104	-11	7	-1.4	-10	-12	5	1	104
> Cc1cccc(NC(=O)c2ccc(COc3ccc4ccccc4c3)o2)n1
 : 101	-14	-5	3.1	-5	-17	1	-11	99
> CC(=C/c1ccccc1)/C=N/NC(=O)c1ccccn1
 : 99	-16	16	-0.2	-4	6	1	7	99
> COc1cccc(Nc2ncnc3sc(C)cc23)c1
 : 99	6	7	-0.1	-9	.	-5	4	99
> C/C=C(\C)CN1CCN(c2ccccc2F)CC1
 : 97	10	-14	0.1	-7	7	0	2	98
> CC(CCc1ccccc1)NC(=O)Cc1cccs1 (centres undefined)
 : 90	9	-4	-2.5	-5	26	-7	0	98
> COc1ccc(-n2c(O)c(C=Nc3ccccc3)c3ccccc3c2=O)cc1OC
 : 98	-6	3	-1.1	-7	6	-3	-17	96
> O=[N+]([O-])c1cccc(-c2nnc3cccc(Cl)n23)c1
 : 106	-2	9	0.1	-4	17	8	-2	102
> Cc1cccc(N=Nc2c(O)[nH]c3ccc(Br)cc23)c1
 : 103	8	-3	2.7	-11	17	8	-6	106
> CC(=O)Nc1ccc(S(=O)(=O)n2nc(-c3ccc(C)cc3)nc2N)cc1
 : 103	6	-14	-0.1	-6	-28	2	-32	100
> CCCCC(=O)NCCc1ccc(S(N)(=O)=O)cc1
 : 99	3	-17	0.1	1	5	-3	3	102
> CCCOc1ccc(C(CC(=O)O)NC(=O)C23CC4CC(CC(C4)C2)C3)cc1 (centres undefined)
 : 103	-34	-3	-0.3	-5	8	4	12	103
> CCOC(=O)C(C)Sc1nc(N)c(NC(=O)c2ccc(OC)c(OC)c2)c(=O)[nH]1 (centres undefined)
 : 104	-3	-14	-0.2	.	2	5	2	100
> C/C(=N\OC(=O)c1ccc(F)cc1)c1nccs1
 : 99	-3	12	0.3	-3	-20	0	8	98
> O=C(NCCc1ccccc1)C(=O)NCC1CCCO1 (centres undefined)
 : 17*[inhibitor]	1	3	-3.1	5	28	-21	-4	12*[inhibitor]
> Cc1coc2cc3oc(=O)c(CCC(=O)NCc4ccccn4)c(C)c3cc12
 : 97	-29	4	-0.2	1	28	0	11	97
> COc1ccc(C(=O)C2CCCN(Cc3cccn3-c3ccccn3)C2)c(C)c1 (centres undefined)
 : 102	16	13	3.6	-14	12	-5	-33	100
> CC(NC(=O)c1ccc([N+](=O)[O-])o1)C12CC3CC(CC(C3)C1)C2 (centres undefined)
 : 101	-9	3	-0.6	-7	-14	-4	19	101
> CCC(=O)NC(c1cccs1)c1cc(Cl)c2cccnc2c1O (centres undefined)
 : 99	-4	16	0.8	-1	11	4	-2	99
> CCOC(=O)/C(C#N)=C1/C=C(C)c2ccccc2N1
 : 105	-3	11	-6.0	-6	-10	2	0	111
> Cc1nc2c(c(=O)n1CCC(C)C)c1nc3ccccc3nc1n2Cc1ccc2c(c1)OCO2
 : 93	.	-27	3.2	.	5	-3	.	101
> Cc1c(C(=O)NCC2CCCO2)oc2ccc(S(=O)(=O)N3CC(C)CC(C)C3)cc12 (centres undefined)
 : 111	-7	7	0.7	5	19	9	1	107
> O=C(Nc1cccc(NC(=O)c2ccccc2Cl)c1)c1cccs1
 : 104	-6	1	-1.0	-4	-8	8	-6	107
> O=S(=O)(c1ccccc1)N1CCCc2ccccc21
 : 107	-11	.	.	.	14	5	1	103
> COc1ccc(OCCNC(=O)CCCO)cc1
 : 89	-4	-19	-0.3	1	3	1	-18	87
> Cc1c(N=C2C(=O)Nc3ccccc32)c(=O)n(-c2ccccc2)n1C
 : 100	-7	-2	-0.2	-2	-1	10	2	102
> CN(c1ccc(C(=O)NC2CCCC2)cc1)S(=O)(=O)c1ccccc1
 : 95	-23	-14	-0.1	-5	2	-5	4	100
> COc1cccc(Cl)c1NC(=O)N1CCN(c2ccnc3cc(Cl)ccc23)CC1
 : 101	-6	6	-0.2	3	-9	-1	-31	95
> O=C(NCc1ccccc1Cl)c1cnc2ccccc2n1
 : 100	-20	15	0.4	-8	0	2	0	102
> O=C1c2cccc3cccc(c23)C(=O)N1c1ccc2ncccc2c1
 : 103	-18	5	-1.6	-4	-4	3	5	97
> O=C(Cc1cccs1)Nc1cccc(-c2nc3cc4ccccc4cc3[nH]2)c1
 : 113	5	-25	0.7	3	-6	5	-21	103
> Cc1ccc(NC(=S)N(C)C)cc1C
 : 94	1	-9	-0.1	-6	10	-2	-7	100
> O=C1c2ccccc2C(=O)N1CSc1nnc(Nc2ccccc2)s1
 : 99	-3	16	-1.6	-5	12	0	-13	97
> COc1ccc2c(c1)C(=O)CC(c1ccc3c(c1)OCCO3)O2 (centres undefined)
 : 98	-21	7	0.9	5	-3	0	5	98
> CNC(=O)NC(=O)CSc1ncc(C(F)(F)F)cc1Cl
 : 98	-3	-27	1.5	-4	7	-4	-12	101
> CCOCCCn1cnc2c3cc(F)ccc3n(C)c2c1=O
 : 95	-14	-3	-0.1	-3	14	-1	0	96
> COc1ccccc1NS(=O)(=O)c1cc(C(=O)N2CC(C)CC(C)C2)ccc1C (centres undefined)
 : 94	-34	-1	-4.0	-5	4	-5	-3	97
> COc1ccc(OCC(=O)NNC(=O)c2ccc(-c3ccccc3)cc2)cc1
 : .	2	4	1.6	-8	25	.	-3	.
> COc1ccc(NC(=O)CNC(=O)Cn2c(C)cc3ccccc3c2=O)c(OC)c1
 : 99	-5	10	-0.3	-3	5	7	4	104
> CCCCC(=O)N/N=C/c1cc([N+](=O)[O-])ccc1N1CCOCC1
 : 82	6	3	-4.2	-2	-13	-4	5	81
> O=C(Nc1ccc(F)c(Cl)c1)C1CCCN(c2cnccn2)C1 (centres undefined)
 : 98	-4	-11	1.4	-2	.	4	-2	96
> O=c1c2cc(Cl)cc(Cl)c2nc2n1CCC2
 : 99	0	5	-1.2	-3	20	0	-1	100
> O=C(NCCCN1CCOCC1)c1ccc(CSCc2cccc(Cl)c2)o1
 : 94	7	-1	-3.2	2	-1	-12	-23	105
> O=C(COc1cccc2cccnc12)N/N=C/c1cccn1-c1ccc(F)cc1
 : 96	-29	7	-0.8	5	15	-1	19	101
> Cc1noc(C)c1S(=O)(=O)N1CCCC(C(=O)N2CCN(C3CCCCC3)CC2)C1 (centres undefined)
 : .	2	25	-3.2	6	17	.	-8	.
> CCOC(=O)C1=C(CSc2n[nH]c(N)n2)NC(=O)NC1C (centres undefined)
 : 106	-2	3	0.7	-7	6	1	-3	102

Next part:
Each structure is followed by: MEKK2 WT-MEK5	FID counter	CRFR2-BP antag	CRFR2-BP ag	GalR3 antag	UBC9 SUMO inh	MEKK2mut PB1 HTS	HCV NS3 hel inh	MEKK3 PB1 HTS
> Cc1cc(NS(=O)(=O)c2c(C)c(C)cc(C)c2C)no1
 : 108	-16	0	-3.1	-1	9	4	1	108
> CCOC(=O)N1CCC(NC(=O)CCS(=O)(=O)c2ccc3c(c2)CCN3C(=O)CC)CC1
 : 93	-15	2	1.8	1	-4	0	0	95
> CCC1C(=O)NCCN1C(=O)c1cccc(OC2CCN(S(=O)(=O)N(C)C)CC2)c1 (centres undefined)
 : 101	-22	12	-0.6	-10	.	0	-3	101
> COc1ccc(-n2nc3c(N4CCC(C(=O)NCCc5ccccc5C)CC4)nnc(C)c3c2C)cc1
 : 112	8	-4	-0.5	.	17	9	-41	108
> COc1ccccc1CN1CCNC(=O)C1CC(=O)NCCc1cnccn1 (centres undefined)
 : 80	-2	-11	1.8	-3	7	-12	-5	82
> Cc1nnc(SCC(=O)Nc2sccc2C#N)s1
 : 101	-5	10	0.7	-1	10	0	18	104
> O=C(NCCc1ccccc1)c1ccc([N+](=O)[O-])cc1
 : .	0	27	-5.3	11	-30	.	-7	.
> CCCCC(Sc1nc(C)c(Cc2ccccc2)c(=O)[nH]1)C(=O)O (centres undefined)
 : 100	-27	2	-1.4	-3	-1	-3	14	92
> Cc1cc(C)c(NC(=O)COc2ccccc2C(=O)Nc2ccc3c(c2)oc2ccccc23)c(C)c1
 : 103	-1	-14	2.2	-2	35	5	13	104
> COc1ccc(CNC(=O)C(=O)NCC2OCCN2S(=O)(=O)c2cccs2)cc1 (centres undefined)
 : 106	-13	12	-5.8	.	5	6	5	106
> COc1ccccc1N1CCN(C(=O)c2ccc3c(=O)n(Cc4ccco4)c(=S)[nH]c3c2)CC1
 : 96	-7	-29	0.7	-5	-3	-2	-5	98
> Cc1ccc(CSc2nc3c(c(=O)[nH]2)CCC3)cc1
 : 107	-12	1	-1.5	-5	17	10	-7	109
> Cc1ccc(CN2CCN(Cc3ccon3)CC2CCO)cc1 (centres undefined)
 : 104	-1	-6	-0.9	1	-4	9	12	103
> CC(C)CC(=O)Nc1c2c(nn1-c1ccc(F)cc1)CSC2
 : 99	-6	3	2.6	-2	0	-6	6	112

Nothing new here: entries from further up.
Each structure is followed by: MEKK2 WT-MEK5	FID counter	CRFR2-BP antag	CRFR2-BP ag	GalR3 antag	UBC9 SUMO inh	MEKK2mut PB1 HTS	HCV NS3 hel inh	MEKK3 PB1 HTS
> CCOc1ccc(OCCSc2nc(C)cc(=O)[nH]2)cc1
 : 103	-2	5	1.8	1	24	-1	7	102
> CC1(C)Cc2ccccc2C(NNC(=O)c2ccncc2)=N1
 : 102	-1	-11	-0.6	2	7	0	4	100
> C/C(=N\Nc1ccc(F)cc1F)c1ccccc1O
 : 103	0	-6	-1.9	3	-7	2	4	105
> O=C(CS(=O)(=O)Cc1ccccc1)NCc1ccco1
 : 104	-4	2	1.5	-3	2	0	7	101

Source: PubChem (several laboratories)
